Source: PubChem BioAssay (several laboratories)
HTRA1 inhibitor: HTRA1 serine protease inhibitors, primary screen, biochemical, fluorescence polarization, HTS. Q92743. recombinant HTRA1, FP-rhodamine activity-based probe. 0.5% of 340,000 active. AID 504803, 2011. inhibition, % at 5.96 µM; in the data active = inhibition above about 36%;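 also: 0% = enzyme with DMSO and 100% = wells lacking enzyme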
TCR CD3 inh: inhibitors of human TCR-CD3 interaction, primary screen, biochemical, fluorescence, TAMRA-labeled TCR probe; 0.37% of 360,000 active; inhibition, % at 9.4 µM; T-cell receptor (TCR); AID 651800, 2012; in the data active = inhibition above about 19%;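 also: recombinant mutant TCR 2C K166C tagged with TAMRA read by polarization; 0% = receptor in buffer alone and 100% = receptor with positive control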
PRMT1 FP inh: PRMT1 methyltransferase inhibitors, primary screen, biochemical, fluorescence polarization | recombinant PRMT1, activity-based probe fluorescence polarization | AID 652257, 2013 | Protein arginine N-methyltransferase 1 (Homo sapiens), Q99873 | 1.3% of 370,000 active | inhibition, % at 2.79 µM;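 active = inhibition above about 21% made by adding two undisclosed values, limit read from the data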
Target sequence (Q99873 whole entry, looked up): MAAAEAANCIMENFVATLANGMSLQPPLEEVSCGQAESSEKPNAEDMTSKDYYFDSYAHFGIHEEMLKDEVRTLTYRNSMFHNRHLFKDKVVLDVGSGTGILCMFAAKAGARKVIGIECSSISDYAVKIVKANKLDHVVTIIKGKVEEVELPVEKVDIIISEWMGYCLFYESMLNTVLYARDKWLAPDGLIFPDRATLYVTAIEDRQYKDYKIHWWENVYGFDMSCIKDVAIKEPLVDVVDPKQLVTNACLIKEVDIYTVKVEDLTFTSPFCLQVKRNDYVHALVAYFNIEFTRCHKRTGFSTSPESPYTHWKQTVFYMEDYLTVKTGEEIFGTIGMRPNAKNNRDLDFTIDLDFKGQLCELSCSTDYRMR
rCAG binder: binders of r(CAG) RNA repeats, primary screen, biochemical, fluorescence | r(CAG) RNA repeat, TO-PRO-1 dye displacement fluorescence | inhibition, % at 3 µM | 1.3% of 370,000 active | AID 651821, 2012;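 active = inhibition above the plate cutoff, the mean of all test compounds on that plate plus 3 SD, cut at about 35% in these data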;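 also: 0% = DMSO alone and 100% = 100 µM mitoxantrone as full dye displacement; higher means more dye released from RNA so lower well fluorescence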
mABHD4 FP: ABHD4 inhibitors, primary screen, biochemical, fluorescence polarization, mouse | (Lyso)-N-acylphosphatidylethanolamine lipase (Mus musculus), Q8VD66 | purified mABHD4, FP-Rh probe fluorescence polarization | inhibition, % at 8.92 µM | 0.54% of 370,000 active;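 active = inhibition exceeding the mean over every tested compound plus 3 SD, cut at about 30% in these data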;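 also: 0% = plate median of compound wells and 100% = S159A mutant with DMSO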
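System: mouse ABHD4 enzyme, wild type / Medium: HEPES pH 7.0, NaCl, Pluronic buffer / Reagent: FP-Rh activity-based fluorescent probe / Control set: S159A mutant high control, sample median low control / Detection: fluorescence polarization with parallel and perpendicular emission, 525/598 nm / Schedule: 45 min + 60 min at 25 °C / Compound dosing: 8.92 µM, single dose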
SIAE inh: human SIAE inhibitors, primary screen, biochemical, fluorescence polarization, FP-Rh probe, 1536-well HTS; Sialate O-acetylesterase (Homo sapiens), Q9HAT2; SIAE FP-Rh probe binding; inhibition, % at 9.66 µM; 0.69% of 370,000 active;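 active = inhibition above a cutoff: mean of compounds within the control limits plus 3 SD of those, cut at about 17% in these data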;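 also: 0% = plate median of compound wells and 100% = probe without SIAE protein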
Target sequence (Q9HAT2 whole entry, looked up): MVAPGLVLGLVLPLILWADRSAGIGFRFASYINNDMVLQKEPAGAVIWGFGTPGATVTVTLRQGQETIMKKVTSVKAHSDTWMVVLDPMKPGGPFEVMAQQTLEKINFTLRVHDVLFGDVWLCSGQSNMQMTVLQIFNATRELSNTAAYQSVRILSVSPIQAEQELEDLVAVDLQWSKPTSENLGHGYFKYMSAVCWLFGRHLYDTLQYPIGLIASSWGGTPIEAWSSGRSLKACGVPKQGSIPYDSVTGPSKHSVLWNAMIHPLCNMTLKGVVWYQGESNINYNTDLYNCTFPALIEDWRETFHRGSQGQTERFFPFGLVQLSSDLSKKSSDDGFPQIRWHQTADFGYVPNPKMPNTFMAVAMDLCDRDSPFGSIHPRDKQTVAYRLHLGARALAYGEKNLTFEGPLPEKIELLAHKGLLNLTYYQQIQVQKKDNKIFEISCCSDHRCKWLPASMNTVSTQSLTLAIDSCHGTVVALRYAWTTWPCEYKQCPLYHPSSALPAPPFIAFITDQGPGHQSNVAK
TDP2 inh: human TDP2 enzyme inhibitors, primary screen, biochemical, epi absorbance, recombinant enzyme. Tyrosyl-DNA phosphodiesterase 2 (Homo sapiens), O95551. T5PNP hydrolysis, p-nitrophenol absorbance 415 nm. inhibition, % at 12.8 µM. 0.34% of 370,000 active;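 active = inhibition above the mean of all tested compounds plus 3 SD, set per campaign, cut at about 25% in these data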;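 also: 0% = DMSO with enzyme and 100% = buffer with substrate but no TDP2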
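Incubation: 2 h at 37 °C; Test system: recombinant human TDP2; Quantity: enzyme 120 nM; Read-out basis: percent inhibition; Medium: 50 mM Tris-HCl pH 7.5 with Mg2+, KCl, DTT, BSA; Repeats: single replicate; Compound: 12.8 µM single point, 1% DMSO; Signal: epi absorbance; Reagent: 5 mM T5PNP chromogenic substrate; Benchmarks: no-enzyme high, DMSO-plus-enzyme low.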
LEDGF integ inh: blockers of LEDGF/p75-dependent integrase strand transfer – biochemical, TR-FRET, high throughput, primary screen; HIV-1 integrase (with human LEDGF/p75); TR-FRET IN-LEDGF/p75 DNA integration, Eu/Cy5; inhibition, % at 3.7 µM; 0.64% of 370,000 active; AID 743269, 2014;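 active = inhibition above the screen-wide mean plus 3 SD, cut at about 13% in these data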;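 also: signal is the Cy5 over europium emission ratio at 671 and 618 nm; 0% = plate median of compound wells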
GC-B act: human GC-B receptor activators, primary screen, HEK293 GC-B cells, cGMP TR-FRET, EC30 CNP | Atrial natriuretic peptide receptor 2 (Homo sapiens), P20594 | 0% at EC30 CNP, 100% saturating CNP | activation, % at 10 µM | 0.11% of 370,000 active | AID 1920062, 2024;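 active = activation at 10 µM reaching about 35% in either raw or pattern-adjusted values, limit read from the data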
MBD2 DNA inh: inhibitors of MBD2 binding to methylated DNA, primary screen, biochemical, TR-FRET, DNA-binding domain, human | 0.31% of 370,000 active | AID 686964, 2013 | Methyl-CpG-binding domain protein 2 (Homo sapiens), Q9UBB5 | MBD2 binding to methylated oligonucleotide | inhibition, % at 4.4 µM; in the data active = inhibition above about 13%
Active calls of the source: *.

How did CC1CN(c2nc(-c3ccc(Br)cc3)nnc2-c2ccccc2)CC(C)N1 (stereo unspecified) do in these assays?
HTRA1 inhibitor: -7; TCR CD3 inh: -4; PRMT1 FP inh: -5; rCAG binder: -6; mABHD4 FP: 0; SIAE inh: 7; TDP2 inh: 5; LEDGF integ inh: 3; GC-B act: -19; MBD2 DNA inh: -5

What do the screens show for `CCc1sc(C(=O)Nc2ccc(N3CCOCC3)cc2)cc1C`?
HTRA1 inhibitor: 2; TCR CD3 inh: -2; PRMT1 FP inh: -1; rCAG binder: 5; mABHD4 FP: 12; SIAE inh: 5; TDP2 inh: -10; LEDGF integ inh: 2; GC-B act: 0; MBD2 DNA inh: -2

Results for CCOc1ccc(Cn2nnc(C(=O)Nc3cc(OC)cc(OC)c3)c2N)cc1 ?
HTRA1 inhibitor: -12; TCR CD3 inh: 8; PRMT1 FP inh: -4; rCAG binder: 3; mABHD4 FP: -3; SIAE inh: -7; TDP2 inh: 2; LEDGF integ inh: 2; GC-B act: 4; MBD2 DNA inh: -1

What do the screens show for `COc1cc(/C=N/n2cnnc2)ccc1OCCOc1ccccc1`?
HTRA1 inhibitor: -3; TCR CD3 inh: -7; PRMT1 FP inh: -1; rCAG binder: -4; mABHD4 FP: -5; SIAE inh: 6; TDP2 inh: 2; LEDGF integ inh: 1; GC-B act: -2; MBD2 DNA inh: 4

What do the screens show for `CCN(CC)c1ccc(C2NC(=O)NC(C)=C2C(=O)Nc2ccccc2)cc1` (stereo unspecified)?
HTRA1 inhibitor: -13; TCR CD3 inh: -2; PRMT1 FP inh: -1; rCAG binder: 4; mABHD4 FP: -10; SIAE inh: -8; TDP2 inh: 0; LEDGF integ inh: -1; GC-B act: -2; MBD2 DNA inh: 1

What do the screens show for `O=C(C[C@H]1C/C=C\CC[C@H](Cc2ccc(F)cc2)C(=O)OC[C@H]2CCCN2C1=O)N[C@H](CO)Cc1ccccc1`?
HTRA1 inhibitor: -1; TCR CD3 inh: 1; PRMT1 FP inh: -1; rCAG binder: -2; mABHD4 FP: -6; SIAE inh: -1; TDP2 inh: -10; LEDGF integ inh: 5; GC-B act: 1; MBD2 DNA inh: -1

Results for CN1CCN(c2nc3c(c(=O)[nH]c(=O)n3C)n2Cc2cccc3ccccc23)CC1 ?
HTRA1 inhibitor: -1; TCR CD3 inh: 5; PRMT1 FP inh: -1; rCAG binder: -6; mABHD4 FP: -3; SIAE inh: 3; TDP2 inh: -4; LEDGF integ inh: 0; GC-B act: 5; MBD2 DNA inh: 7

What do the screens show for `CCCCOc1ccc(C2=CSC3=NCCN23)cc1[N+](=O)[O-]`?
HTRA1 inhibitor: -4; TCR CD3 inh: 4; PRMT1 FP inh: 4; rCAG binder: 7; mABHD4 FP: 1; SIAE inh: 1; TDP2 inh: -7; LEDGF integ inh: -2; GC-B act: -2; MBD2 DNA inh: -5

Results for NS(=O)(=O)c1cccc(NC(=O)CC23CC4CC(C2)CC(CC(=O)Nc2cccc(S(N)(=O)=O)c2)(C4)C3)c1 ?
HTRA1 inhibitor: -8; TCR CD3 inh: 4; PRMT1 FP inh: -4; rCAG binder: 15; mABHD4 FP: -5; SIAE inh: -1; TDP2 inh: 0; LEDGF integ inh: 5; GC-B act: 0; MBD2 DNA inh: 3

What do the screens show for `COC(=O)[C@@]12CCCCC=C1N(CCc1ccc(Cl)cc1)C(=O)[C@H]2CC(=O)NCCC(C)C`?
PRMT1 FP inh: 3; rCAG binder: 3; mABHD4 FP: -3; SIAE inh: -2; TDP2 inh: 2; LEDGF integ inh: -1; GC-B act: 5; MBD2 DNA inh: 0

Results for C=CC[n+]1c(-c2ccc(C)cc2)csc1Nc1ccc(NC(C)=O)cc1 ?
HTRA1 inhibitor: 1; TCR CD3 inh: 5; PRMT1 FP inh: -1; rCAG binder: -6; mABHD4 FP: -1; SIAE inh: 4; TDP2 inh: -1; LEDGF integ inh: 6; GC-B act: 1; MBD2 DNA inh: 2

Results for CCOC(=O)C(C(C)=O)c1c(Br)c(O)c(O)c2c(C(=O)c3ccc(C)cc3)coc12 (stereo unspecified) ?
HTRA1 inhibitor: 69*; TCR CD3 inh: -1; PRMT1 FP inh: 40*; rCAG binder: 19; mABHD4 FP: 32*; SIAE inh: -4; TDP2 inh: -3; LEDGF integ inh: 26*; GC-B act: 1; MBD2 DNA inh: -5

What do the screens show for `C[C@H](CO)N1C[C@H](C)[C@@H](CN(C)S(=O)(=O)c2ccccc2F)Oc2ncc(C#Cc3cccnc3)cc2C1=O`?
HTRA1 inhibitor: -1; TCR CD3 inh: 3; PRMT1 FP inh: 1; rCAG binder: 4; mABHD4 FP: 0; SIAE inh: 1; TDP2 inh: 2; LEDGF integ inh: -3; GC-B act: 1; MBD2 DNA inh: 2

What do the screens show for `O=C(N/N=C/c1cccc(Oc2ccccc2)c1)c1ccccc1Br`?
HTRA1 inhibitor: -52; TCR CD3 inh: -1; PRMT1 FP inh: 0; rCAG binder: 2; mABHD4 FP: -33; SIAE inh: -16; TDP2 inh: 0; LEDGF integ inh: 2; GC-B act: -1; MBD2 DNA inh: -6

What do the screens show for `Cc1cccc(CN2CCN(Cc3ccco3)CC2)c1`?
HTRA1 inhibitor: 7; TCR CD3 inh: -7; PRMT1 FP inh: 1; rCAG binder: 0; mABHD4 FP: 11; SIAE inh: -3; TDP2 inh: 4; LEDGF integ inh: 1; GC-B act: 3; MBD2 DNA inh: 3

How did O=C1SC(c2ccccc2)=N/C1=C/c1ccco1 do in these assays?
HTRA1 inhibitor: 6; TCR CD3 inh: -4; PRMT1 FP inh: 9; rCAG binder: 12; mABHD4 FP: 15; SIAE inh: 4; TDP2 inh: 0; LEDGF integ inh: 5; GC-B act: -6; MBD2 DNA inh: 2

What do the screens show for `COc1cc(OC)c2c(-c3ccccc3)cc(=O)oc2c1C(CC(=O)N1CCN(c2ccccc2)CC1)c1ccc(N(C)C)cc1` (stereo unspecified)?
HTRA1 inhibitor: 6; TCR CD3 inh: 5; PRMT1 FP inh: -2; rCAG binder: 15; mABHD4 FP: -4; SIAE inh: 3; TDP2 inh: 0; LEDGF integ inh: 0; GC-B act: 4; MBD2 DNA inh: -3

How did Cn1cc(C(=O)c2ccc(Cl)cc2Cl)cc1C(=O)N/N=C(\N)COc1ccc(Cl)cc1Cl do in these assays?
HTRA1 inhibitor: 3; TCR CD3 inh: -8; PRMT1 FP inh: -3; rCAG binder: 13; mABHD4 FP: -15; SIAE inh: -13; TDP2 inh: -17; LEDGF integ inh: -2; GC-B act: -2; MBD2 DNA inh: 1

What do the screens show for `O=C(c1ccc(NS(=O)(=O)c2ccccc2)cc1)N1CCN(Cc2ccc3c(c2)OCO3)CC1`?
HTRA1 inhibitor: 10; TCR CD3 inh: -2; PRMT1 FP inh: -1; rCAG binder: 4; mABHD4 FP: -6; SIAE inh: -9; TDP2 inh: -4; LEDGF integ inh: 0; GC-B act: -2; MBD2 DNA inh: 4

How did Cc1cccc(C)c1NC(=O)C(c1ccccc1OC(F)(F)F)N1CCN(C/C=C/c2ccccc2)CC1 (stereo unspecified) do in these assays?
TCR CD3 inh: 1; PRMT1 FP inh: -4; rCAG binder: 1; mABHD4 FP: 2; SIAE inh: 3; TDP2 inh: -5; LEDGF integ inh: -1; GC-B act: -1; MBD2 DNA inh: 0

What do the screens show for `CC(C)c1nnc(NC(=O)c2cccs2)s1`?
HTRA1 inhibitor: -5; TCR CD3 inh: -4; PRMT1 FP inh: 25*; rCAG binder: -2; mABHD4 FP: 0; SIAE inh: 2; TDP2 inh: -3; LEDGF integ inh: 5; GC-B act: 4; MBD2 DNA inh: -3

How did Cc1noc(C)c1S(=O)(=O)N1CCC(C(=O)NC2CCN(Cc3ccccc3)CC2)CC1 do in these assays?
HTRA1 inhibitor: -1; TCR CD3 inh: -5; PRMT1 FP inh: -1; rCAG binder: 0; mABHD4 FP: -7; SIAE inh: 2; TDP2 inh: -18; LEDGF integ inh: 5; GC-B act: 2; MBD2 DNA inh: -5

How did Cc1nnc(-c2ccc(Oc3ccc(Cl)cc3)c([N+](=O)[O-])c2)o1 do in these assays?
HTRA1 inhibitor: -5; TCR CD3 inh: 11; PRMT1 FP inh: 0; rCAG binder: 4; mABHD4 FP: -4; SIAE inh: -3; TDP2 inh: -2; LEDGF integ inh: 0; GC-B act: -5; MBD2 DNA inh: -1

Results for O=C(Nc1nnc(-c2ccc(F)cc2)s1)Nc1ccccc1F ?
TCR CD3 inh: 6; PRMT1 FP inh: -2; rCAG binder: 4; mABHD4 FP: -2; SIAE inh: 0; TDP2 inh: -6; LEDGF integ inh: 0; GC-B act: -4; MBD2 DNA inh: -1

Three records picked at random from those above:
What do the screens show for `COc1cc(OC)c2c(-c3ccccc3)cc(=O)oc2c1C(CC(=O)N1CCN(c2ccccc2)CC1)c1ccc(N(C)C)cc1` (stereo unspecified)?
HTRA1 inhibitor: 6; TCR CD3 inh: 5; PRMT1 FP inh: -2; rCAG binder: 15; mABHD4 FP: -4; SIAE inh: 3; TDP2 inh: 0; LEDGF integ inh: 0; GC-B act: 4; MBD2 DNA inh: -3

How did Cc1nnc(-c2ccc(Oc3ccc(Cl)cc3)c([N+](=O)[O-])c2)o1 do in these assays?
HTRA1 inhibitor: -5; TCR CD3 inh: 11; PRMT1 FP inh: 0; rCAG binder: 4; mABHD4 FP: -4; SIAE inh: -3; TDP2 inh: -2; LEDGF integ inh: 0; GC-B act: -5; MBD2 DNA inh: -1

How did O=C1SC(c2ccccc2)=N/C1=C/c1ccco1 do in these assays?
HTRA1 inhibitor: 6; TCR CD3 inh: -4; PRMT1 FP inh: 9; rCAG binder: 12; mABHD4 FP: 15; SIAE inh: 4; TDP2 inh: 0; LEDGF integ inh: 5; GC-B act: -6; MBD2 DNA inh: 2

A portion of the library. The share of hits here may be higher or lower than overall.
